CCHF vOTU inh: CCHFV vOTU protease inhibition; Pep-AMC fluorescence; 370,000 tested, 0.55% active; inhibition, % at 11.5 µM; AID 651958; note: 0% = vehicle wells with enzyme and 100% = no enzyme wells
Mtb BioA inh: blocks M. tuberculosis BioA enzyme activity; purified M. tuberculosis BioA enzyme, plate reader; inhibition, % at 9.99 µM; 360,000 tested, 0.096% active; AID 602481; in the data active = inhibition above about 40%; inconclusive = no clear call, values can overlap the other calls
UGM FP inh: Mtb UDP-galactopyranose mutase inhibition; purified UGM, fluorescence polarization probe displacement; 320,000 tested, 0.06% active; P9WIQ1; inhibition, % at 10 µM; in the data active = inhibition above about 10%, passing the limit was not always enough; inconclusive = no clear call, values can overlap the other calls
Target sequence (P9WIQ1 whole entry, looked up): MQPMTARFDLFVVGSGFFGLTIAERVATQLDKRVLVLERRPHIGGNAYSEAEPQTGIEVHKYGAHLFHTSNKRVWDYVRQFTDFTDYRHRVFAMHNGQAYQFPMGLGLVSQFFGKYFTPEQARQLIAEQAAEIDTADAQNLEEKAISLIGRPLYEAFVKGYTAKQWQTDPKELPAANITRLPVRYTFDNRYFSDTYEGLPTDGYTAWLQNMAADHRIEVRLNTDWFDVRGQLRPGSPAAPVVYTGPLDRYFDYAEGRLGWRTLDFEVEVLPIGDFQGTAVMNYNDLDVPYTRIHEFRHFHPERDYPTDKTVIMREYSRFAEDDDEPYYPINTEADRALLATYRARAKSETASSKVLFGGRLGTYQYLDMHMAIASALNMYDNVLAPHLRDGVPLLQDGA
GDH-TPI inh: counter-screen for M. tuberculosis FBA inhibitors: GDH-TPI coupled enzymes. GDH-TPI coupled enzyme counterscreen, NADH absorbance. inhibition, % at 4.8 µM. 360,000 tested, 1.2% active;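 note: 0% = DMSO wells and 100% = wells lacking the enzyme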
PrPC surface inh: cell surface PrPC inhibition, primary TR-FRET screen; P04156; TR-FRET read-out; inhibition, % at 13.8 µM; 370,000 tested, 0.43% active; in the data active = inhibition above about 24%; note: 0% = median of the test wells and 100% = reference compound wells
FadD28 FP inh: inhibitors of Mycobacterium tuberculosis FadD28 bisubstrate binding | AID 588549 | inhibition, % at 12.5 µM | FadD28 bisubstrate probe binding, fluorescence polarization | 360,000 tested, 0.22% active; in the data active = inhibition above about 8.5%, passing the limit was not always enough; inconclusive = no clear call, values can overlap the other calls
BoNT-A LC inh2: blocks Botulinum neurotoxin A light chain protease; multiplex microsphere protease substrate cleavage, flow cytometry; inhibition, % at 10 µM; 360,000 tested, 0.17% active; in the data active = inhibition above about 30%; inconclusive = no clear call, values can overlap the other calls; note: plate controls were buffer without enzyme for full effect and enzyme alone for no effect
Mtb FBA inh: Mtb fructose-bisphosphate aldolase inhibition; AID 588726; inhibition, % at 1 µM; P9WQA3; 360,000 tested, 2.3% active; purified M. tuberculosis FBA, fluorescence read-out; in the data active = inhibition above about 27%;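 note: 0% = vehicle and 100% = reference inhibitor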
Target sequence (P9WQA3 whole entry, looked up): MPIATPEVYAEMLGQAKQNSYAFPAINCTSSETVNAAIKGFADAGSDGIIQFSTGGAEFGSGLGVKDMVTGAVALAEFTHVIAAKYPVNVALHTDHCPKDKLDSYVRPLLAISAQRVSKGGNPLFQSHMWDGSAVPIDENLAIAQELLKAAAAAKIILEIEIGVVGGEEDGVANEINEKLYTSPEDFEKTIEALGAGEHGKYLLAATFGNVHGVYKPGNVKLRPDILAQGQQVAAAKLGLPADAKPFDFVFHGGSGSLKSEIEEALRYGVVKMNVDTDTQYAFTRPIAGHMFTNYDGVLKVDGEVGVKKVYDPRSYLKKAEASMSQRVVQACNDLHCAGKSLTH
BoNT F protease: blocks Botulinum neurotoxin F light chain protease. Multiplex microsphere protease cleavage assay, flow cytometry. inhibition, % at 10 µM. 360,000 tested, 0.22% active. AID 588497; in the data active = inhibition above about 35%, passing the limit was not always enough; inconclusive = no clear call, values can overlap the other calls; note: plate controls were buffer without enzyme for full effect and enzyme alone for no effect
Numbers without * were called inactive; ? = inconclusive; . = no result given. Cut-off read from the data, not from the text of the source, unless noted: active = inhibition above about 30%; inactive = the rest.

SMILES	CCHF vOTU inh	Mtb BioA inh	UGM FP inh	GDH-TPI inh	PrPC surface inh	FadD28 FP inh	BoNT-A LC inh2	Mtb FBA inh	BoNT F protease
Cc1ccccc1NC(=S)N1CCC(C(=O)c2ccc(F)cc2)CC1	-5	0.3	-3.3	3	5	1.0	-1.1	-1	-10
CCCNC(=O)Cc1c(C)oc2ccccc12	3	.	-0.7	16	0	0.1	0.4	1	?
CCOC(=O)C1=C(C)NC2=C(C(=O)C(C(=O)OCC)C(c3ccc(OC)cc3)C2)C1c1ccccn1 (stereo not drawn)	-4	-1.3	0.8	1	-7	-2.6	0.0	6	-8
O=S(=O)(c1ccc(Cl)s1)N1CCCCC1	7	-1.5	-0.3	-7	12	-1.6	-1.0	-3	5
O=C1[C@H]2[C@@H](c3ccc(C(F)(F)F)cc3)N[C@]3(CCCN(Cc4ccc(Cl)cc4)C3=O)[C@H]2C(=O)N1Cc1ccccc1	19	-2.0	.	10	7	-3.0	-0.7	2	-9
CC1CCCCC1NC(=O)COC(=O)C12CC3CC(CC(Cl)(C3)C1)C2 (stereo not drawn)	14	.	0.4	2	8	-4.1	-0.9	-1	-3
OC(COc1ccc2c(c1)OCO2)CN1CCCCC1 (stereo not drawn)	1	.	1.5	0	-1	-2.0	-0.7	-4	2
CC1(NC(=O)Cc2csc(-c3cccc(Cl)c3)n2)CCS(=O)(=O)C1 (stereo not drawn)	2	1.2	2.4	0	3	-2.3	-3.4	2	-16
CCN1CCN(C(c2cccs2)C(C)NC(=O)c2ccco2)CC1 (stereo not drawn)	-7	.	-3.9	4	-7	0.3	-0.2	-2	2
CS(=O)(=O)NCCCNc1c(Cl)cccc1[N+](=O)[O-]	-8	-1.7	1.2	8	-22	0.5	-0.1	-2	-10
COc1cccc(NC(=O)CCCn2nc(C)c3c(C)n(-c4ccccc4)nc3c2=O)c1	3	-2.2	-3.4	3	5	-0.4	-1.3	0	-5
O=C(COC(=O)Cc1ccccc1F)Nc1cccc(S(=O)(=O)NC2=NCCCCC2)c1	-13	.	-0.2	-1	-1	-1.0	0.1	-2	-1
CCCCOc1ccc(/C=C/C(=O)Nc2ccc(C(N)=O)cc2)cc1	-10	.	-0.2	16	11	-2.5	0.4	-1	1
Cc1ccccc1C(=O)Nc1cccc(NC(=O)c2ccc(-c3ccc(Br)cc3)o2)c1	13	-1.4	2.6	34*	-1	0.3	-0.1	-2	-5
O=C1/C(=C/c2ccco2)SC(=S)N1CCC(=O)N1CCCCC1CCO (stereo not drawn)	17	0.1	-1.2	17	-8	?	-0.8	-3	-6
S=C(NCc1cccnc1)Nc1ccc(Oc2ccc(Cl)cc2)cc1	-7	4.6	-1.9	0	3	-0.1	.	-2	.
CC(C)OP(=O)(OC(C)C)C(Nc1cccc(C(=O)O)c1)c1ccccc1 (stereo not drawn)	.	0.3	-0.7	-9	.	-0.3	0.5	14	-3
CC(C)NC(=O)c1cc(C2CCCCN2S(=O)(=O)c2cccs2)on1 (stereo not drawn)	-6	0.0	.	4	-4	-2.9	-1.0	-5	-2
CC1(c2cccc3ccccc23)OC(=O)c2ccccc21 (stereo not drawn)	2	-0.5	.	10	-10	-4.1	-0.4	6	-8
Cc1csc(NC(=O)CSc2nnc(NC(=O)C3CC(=O)N(c4ccccc4)C3)s2)n1 (stereo not drawn)	-6	0.2	7.0	12	5	-0.1	-0.2	-1	-6
CCn1c(SCC(=O)N2CCCc3ccccc32)nnc1-c1ccoc1C	-16	-1.5	0.1	-7	1	-3.8	0.4	-3	3
Cc1cc(C)nc(Nc2ncc(O)n2-c2ccccc2)n1	-5	.	3.4	10	5	-0.1	0.8	0	12
C[C@H](NC(=O)c1ccc(Cl)cc1)C(=O)OCn1nnc2ccccc2c1=O	5	1.6	1.7	5	3	.	1.6	2	-5
COC(=O)C1=CN(C2CC2)C=C(C(=O)OC)C1c1ccc(C(F)(F)F)cc1	-29	.	4.2	-1	5	-1.6	-0.3	25	-6
O=C(O)c1c(C(=O)N2N=C3/C(=C/c4ccccc4)CCCC3C2c2ccccc2)cccc1[N+](=O)[O-] (stereo not drawn)	25	.	-2.9	2	-3	-0.8	-0.2	1	-1

Reprinted from the part before: 3 entries, followed by the next part.
SMILES	CCHF vOTU inh	Mtb BioA inh	UGM FP inh	GDH-TPI inh	PrPC surface inh	FadD28 FP inh	BoNT-A LC inh2	Mtb FBA inh	BoNT F protease
C[C@H](NC(=O)c1ccc(Cl)cc1)C(=O)OCn1nnc2ccccc2c1=O	5	1.6	1.7	5	3	.	1.6	2	-5
COC(=O)C1=CN(C2CC2)C=C(C(=O)OC)C1c1ccc(C(F)(F)F)cc1	-29	.	4.2	-1	5	-1.6	-0.3	25	-6
O=C(O)c1c(C(=O)N2N=C3/C(=C/c4ccccc4)CCCC3C2c2ccccc2)cccc1[N+](=O)[O-] (stereo not drawn)	25	.	-2.9	2	-3	-0.8	-0.2	1	-1
O=C(NCc1ccccc1)C1CCC(=O)N(CCCN2CCCC2=O)C1 (stereo not drawn)	-9	-3.0	5.9	9	0	-0.5	-0.8	-1	-1
CC(C)CNC(=O)CCCSc1nc2ccccc2[nH]1	-1	.	2.4	1	-4	1.8	0.4	7	3
CS(=O)(=O)N(CC(=O)N1CCOCC1)c1ccccc1Br	8	-1.8	0.7	-1	-4	0.6	-0.1	-1	31
Cc1ccc(OCCN2CCC2(C)C(=O)Nc2ccc3c(c2)OCO3)cc1 (stereo not drawn)	16	-0.2	.	-6	5	-3.3	-0.7	0	-7
C=CCc1cc(Cl)ccc1OCCCn1ccnc1	-7	3.1	-0.1	5	-2	-4.7	-0.5	0	?
O=c1[nH]c(N2CCCCC2)nc2ncn(Cc3ccccc3)c12	13	-2.5	0.2	-6	-8	-3.9	0.8	-3	2
COc1ccc(/C=C/C(=O)OCC(=O)c2ccc[nH]2)cc1	5	-1.4	1.0	-4	-9	.	0.6	1	-1
COc1cc(C=O)ccc1OCCOCCOc1ccc(Cl)cc1	9	1.1	-1.7	-2	-2	-2.1	-0.2	10	-4
COc1cc(CC(=O)OCC(=O)Nc2ccc(S(=O)(=O)N3CCCC3)cc2)cc(OC)c1OC	4	-1.2	0.3	5	5	-1.5	0.4	0	8
O=C(COc1ccccc1)NCC(c1ccco1)N1CCN(c2ccccc2)CC1 (stereo not drawn)	8	11	-1.2	14	-2	-1.5	?	3	?
CCCCC(Br)C(=O)Nc1ccc(S(=O)(=O)Nc2cc(C)nc(C)n2)cc1 (stereo not drawn)	18	8.2	-0.7	-8	9	-3.6	2.1	1	5
COC(=O)c1ccc(C(=O)N(Cc2ccccc2)c2ccccc2)cc1	24	0.2	-1.6	3	-7	-2.5	-0.6	2	11
COc1ccc(-c2ccc3oc(-c4ccc(OC)cc4)c(C#CCO)c3c2)cc1	-1	-0.3	0.4	31*	6	-0.7	-1.2	16	-8
CCCOC(=O)CSC1=C(C#N)C(c2ccccc2Cl)CC(=O)N1 (stereo not drawn)	-7	0.3	.	-1	12	-1.4	-1.0	1	-8
CCOC(=O)Cn1c(N2CCOCC2)nc2c1c(=O)[nH]c(=O)n2C	1	-0.9	-2.1	-3	1	-2.1	0.2	2	-2
O=C1c2ccccc2C(=O)C1c1nccc2ccccc12	9	.	-1.2	2	-3	-0.2	-0.5	-3	5
CN1CCN(c2ccc([N+](=O)[O-])cc2C(=O)c2ccc(Br)cc2)CC1	1	-1.3	-4.0	9	-15	-1.9	-1.7	-3	-3
CCOC(=O)C1CCN(C(=O)Cn2nc(C)n3cccc3c2=O)CC1	3	-1.7	2.1	0	-8	-2.9	2.6	0	6
CC(C)C(CCNC(=O)CN1C(=O)c2ccccc2C1=O)c1ccco1 (stereo not drawn)	-8	-6.4	-0.3	2	7	-2.6	0.6	1	-3
Cc1ccccc1NC1(C#N)C(=O)Nc2ccccc21 (stereo not drawn)	6	-0.8	-1.3	8	-9	0.2	0.7	4	-22
Cc1[nH]ccc(=O)c1OCc1ccc(Cl)cc1	8	-1.1	0.3	-1	-2	-1.3	1.6	1	22
COC(=O)c1ccc(C)c(NC(=O)CCc2ccc(OC)cc2)c1	-23	.	-0.9	7	6	0.8	-1.5	-2	-14
O=C(Nc1ccc([N+](=O)[O-])cc1)Nc1ccc2c(c1)OCCO2	13	.	5.2	17	2	-1.0	0.7	-4	-4
COC(=O)c1c(NC(=O)CC2SC(N)=NC2=O)sc(C)c1C (stereo not drawn)	1	.	0.0	16	1	0.8	0.0	-1	3
CCc1cccc2sc(N3CCN(C(=O)c4ccc([N+](=O)[O-])o4)CC3)nc12	.	-0.2	-0.4	6	.	-2.7	1.8	-2	7

Part of the list above with just PrPC surface inh, CCHF vOTU inh and Mtb BioA inh:
compound,PrPC surface inh,CCHF vOTU inh,Mtb BioA inh
CCOC(=O)Cn1c(N2CCOCC2)nc2c1c(=O)[nH]c(=O)n2C,1,1,-0.9
O=C1c2ccccc2C(=O)C1c1nccc2ccccc12,-3,9,.
CN1CCN(c2ccc([N+](=O)[O-])cc2C(=O)c2ccc(Br)cc2)CC1,-15,1,-1.3
CCOC(=O)C1CCN(C(=O)Cn2nc(C)n3cccc3c2=O)CC1,-8,3,-1.7

Next section.
SMILES	CCHF vOTU inh	Mtb BioA inh	UGM FP inh	GDH-TPI inh	PrPC surface inh	FadD28 FP inh	BoNT-A LC inh2	Mtb FBA inh	BoNT F protease
CC1CCCC(NC(=O)COC(=O)COc2ccc(Br)cc2)C1C (stereo not drawn)	-4	-0.3	0.7	-1	5	-0.9	-0.9	0	-10
O=C(CCc1c[nH]c2ccccc12)N1CCN(c2ccc(O)cc2)CC1	-3	.	-0.5	6	11	-0.4	-0.7	3	-7
COc1cc(CNCCCN2CCOCC2)cc(Br)c1OCc1ccc(Cl)cc1	2	4.2	3.4	-4	-27	-7.5	0.0	5	-9
O=C(c1cc(-c2cccc3ccccc23)nc2ccccc12)N1CCN(CCO)CC1	-3	0.2	2.5	22	-1	-3.2	-0.3	8	6
CC1CCN(S(=O)(=O)c2ccc3c(c2)c(=O)c(C(=O)NCc2cccs2)cn3C)CC1	4	-0.5	-0.5	4	1	-3.5	-1.0	-5	3
COc1ccc(CC(=O)NC(C)C2COc3ccccc3O2)cc1OC (stereo not drawn)	-12	.	-2.8	1	6	0.4	-0.9	4	-3
O=C(CSc1ccccc1C(=O)O)NC12CC3CC(CC(C3)C1)C2	-7	-0.6	8.7	1	0	-0.5	-0.1	0	-2
CN(C)C(CNC(=O)C1CC(=O)N(Cc2ccccc2)C1)c1ccccc1 (stereo not drawn)	-10	-0.9	4.4	0	5	-0.5	1.9	1	11
CCNC(=O)CC1SC(=Nc2ccc(C)c([N+](=O)[O-])c2)N(C)C1=O (stereo not drawn)	6	0.8	-1.0	15	-15	-2.0	-1.2	2	-6
O=C(c1ccc(Br)o1)N1CCN(c2ccc(F)cc2)CC1	-8	.	-1.6	-11	0	-3.8	0.2	1	9
Cc1ccc(CNC(=O)CNS(=O)(=O)c2ccc(Br)s2)cc1	7	-0.8	0.5	-9	-3	-2.0	-1.2	-3	3
Cc1cccc(NCc2cc(Cl)ccc2O)n1	-4	-0.1	-0.7	-4	-5	-2.3	0.0	-3	-6
Cc1ccc(O)c(CNCCNCc2cc(C)ccc2O)c1	2	-1.3	0.0	9	14	-1.9	-0.2	5	-22
O=C1C2CCCCC2C(=O)N1c1cccc(OS(=O)(=O)c2ccccc2)c1 (stereo not drawn)	6	-1.3	3.8	-1	3	-2.8	-0.3	-2	-1
COc1ccccc1CNC(=O)COc1ccc2c(c1)CCC2	-7	.	-2.4	2	-2	0.1	-0.9	4	-2
NCCCC[C@H]1CNC(=S)N1CC1(c2ccccc2)CC1	23	-2.6	2.5	-4	4	-7.4	-0.1	0	0
O=C(c1ccccc1)c1nnc(-c2ccccc2F)o1	16	-1.7	0.4	11	2	-1.6	-0.5	-1	-2
CCCS(=O)(=O)N1CCC(C(=O)NCCN(C)Cc2ccccc2)CC1	-1	-1.1	-2.7	1	-6	-0.2	-0.5	3	2
CCN(CC)c1ccc(/C=C2\CCC(/C=N/NC(=O)c3ccc(=O)n(C)c3)=C2N2CCOCC2)cc1	-6	.	-3.9	14	-14	-1.0	1.7	-3	-13
CCc1nnc2c3cnn(-c4ccccc4)c3ncn12	8	0.7	0.6	7	4	-1.1	0.2	13	18

Screening data from PubChem BioAssay.
